# Screening data: PubChem, NCI
# Growth percent in the NCI-60 one-dose screen (48 h, 10 µM unless noted): 100 = growth as untreated, 0 = no growth, -100 = all killed.
# ACHN: ACHN renal cancer; 81,000 tested, 4.9% active; AID 1794771
# IGROV1: IGROV1 ovarian cancer. 79,000 tested, 4.7% active
# A498: A498 renal cancer cells | 76,000 tested, 5.4% active | AID 1794774
# RXF 393: RXF 393 renal cancer cells. AID 1794773. 77,000 tested, 6.9% active
# OVCAR-4: OVCAR-4 ovarian cancer cells; 80,000 tested, 3.7% active
# OVCAR-5: OVCAR-5 ovarian cancer; 82,000 tested, 2.9% active; AID 1794783
# OVCAR-8: OVCAR-8 ovarian cancer; 81,000 tested, 4.4% active; AID 1794782
# SK-OV-3: SK-OV-3 ovarian cancer cells; 80,000 tested, 3.2% active
# OVCAR-3: OVCAR-3 ovarian cancer; 79,000 tested, 7% active
# An asterisk follows results filed as active; x = no result given; & = joins results of further samples. The calls were made as follows: active = growth percent below 10; inactive = the rest. Not a hit list, and some 11% of all compounds hit somewhere here.
item | Structure | ACHN | IGROV1 | A498 | RXF 393 | OVCAR-4
1 | CC(=O)CCC(C(C)=O)C(C)=O | 107 | 107 | 91 | 106 | x
2 | CC(C)(C)c1ccc(S(=O)(=O)c2ccc(C(C)(C)C)cc2)cc1 | 97 | 122 | x | 115 | 103
3 | O=C(OCc1ccc2c(Cl)cc(Cl)c(O)c2n1)n1cncn1 | 25 | 33 | 65 | 46 | 25
4 | CCOC(=O)c1ccc(-n2c(C)nc3ncccc3c2=O)cc1 | 95 | 101 | 86 | 98 | 106
5 | COc1ccc(-c2cc(-c3ccc(Br)s3)[nH]c(=O)c2C#N)cc1 | 100 | 93 | x | 113 | 103
6 | COc1cccc2c1CCC(=O)C2 | 112 | 122 | x | 87 | 110
7 | CN(C)c1ccc(/C=N\Nc2ccc([N+](=O)[O-])cn2)cc1 | x | 105 | 76 | 110 | 110
8 | Cc1cc(Nc2nc(C(=O)N(C)C)nc3ccccc23)n[nH]1 | 113 | 104 | 94 | x | 84
9 | CSc1ncnc(N)c1N | 100 | 111 | 91 | 108 | x
10 | N#Cc1c(-c2ccccc2)nc2c(N=Nc3ccc(S(N)(=O)=O)cc3)c(N)nn2c1N | 93 | 65 | 70 | 58 | 94
11 | NS(=O)(=O)c1ccc(CCn2c(-c3ccc(Cl)cc3)nc(-c3ccccc3)c2-c2ccccc2)cc1 | 96 | 108 | 109 | 100 | 100
12 | Clc1ccc(N2c3nc4ccccc4cc3Sc3cc4ccccc4nc32)cc1 | 98 | x | 104 | x | 121

item | OVCAR-5 | OVCAR-8 | SK-OV-3 | OVCAR-3
1 | 102 | 102 | 94 | 101
2 | 102 | 99 | 101 | 109
3 | 82 | 21 | 39 | 31
4 | 98 | 96 | 94 | 104
5 | 106 | 99 | x | 111
6 | 111 | 109 | 108 | 109
7 | 111 | 101 | 105 | 111
8 | 115 | 112 | 109 | 104
9 | 108 | 103 | 111 | 106
10 | 112 | 90 | 106 | 93
11 | 104 | 107 | 112 | x
12 | 103 | 102 | 113 | 104

# Remaining list, next part
item | Structure | ACHN | IGROV1 | A498 | RXF 393 | OVCAR-4
13 | CN(C)C(=O)c1cc2cnc(Nc3ccc(-c4csc5c(=O)cc(N6CCOCC6)oc45)cc3)nc2n1C1CCCC1 | 1.1* | -7.1* | x | -86* | 12
14 | Nc1c(C(=O)Nc2ccccc2)sc2nc3c(cc12)CN(C(=O)OCc1ccccc1)CC3 | 60 | 56 | 45 | 68 | 75
15 | Cc1ccc(NC(=O)N/N=C/c2c[nH]c3ccccc23)c(C)c1 | 23 | 22 | 56 | -12* | 47
16 | COc1ccc(Cn2c(C(N)=O)cc3c2-c2nc(Nc4ccccc4)ncc2CCC3)cc1 | 88 | 82 | 43 | 76 | 79
17 | NC(=O)c1c(Nc2ccccc2)nn2c(-c3ccc(Cl)cc3)c(-c3nc4ccccc4s3)c(N)nc12 | 98 | 98 | x | 111 | 102
18 | Cc1ccc(C)c([N+](=O)[O-])c1 | 101 | 108 | 121 | x | 114
19 | O=C(Nc1ccc(Cl)c(Cl)c1)Nc1n[nH]c(-c2ccccc2)n1 | 92 | x | 115 | x | 102
20 | Cc1cccc2cccnc12 | 107 | 106 | 98 | 108 | 110
21 | NC(=O)[C@@H](Cc1ccc(Nc2nc(CN3CCN(C(=O)c4ccccc4)CC3)cs2)cc1)NC(=O)c1ccccc1C(=O)c1ccccc1 | 103 | 108 | 89 | 103 | 113
22 | CC(CCC(=O)O)C1CCCC1 (centres undefined) | 104 | 111 | 98 | 114 | 100
23 | CC(=O)OCCCCCC[n+]1ccc(SCC(=O)n2ccc3ccccc32)c2ccccc21 | 96 | 88 | 121 | 110 | 106
24 | COc1cc(-c2nc(-c3ccccc3)[nH]c2-c2ccnc(NCCCNS(=O)(=O)c3ccc(Cl)cc3)n2)ccc1Cl | 47 | 69 | 65 | 71 | 68

item | OVCAR-5 | OVCAR-8 | SK-OV-3 | OVCAR-3
13 | -9.4* | 2.5* | -28* | 2.6*
14 | 92 | 69 | 44 | 16
15 | 15 | -24* | 22 | -33*
16 | 86 | 92 | 101 | 91
17 | 95 | 112 | 97 | 112
18 | 108 | 110 | 110 | 111
19 | 94 | 102 | 102 | 113
20 | 110 | 103 | 109 | 105
21 | 114 | 102 | 100 | 113
22 | 103 | 102 | 84 | 106
23 | 99 | 100 | 103 | 103
24 | 90 | 60 | 109 | 83

# (further entries)
item | Structure | ACHN | IGROV1 | A498 | RXF 393 | OVCAR-4
25 | CC(C)(C)n1cc(-c2ccnc(NCCCNS(=O)(=O)c3ccc(C(F)(F)F)cc3)c2)c(-c2ccccc2)n1 | 100 | 71 | 32 | 77 | 80
26 | CCOc1ccc(NC(=O)CSc2oc(-c3ccccc3)nc2S(=O)(=O)c2ccc(Br)cc2)cc1 | 99 | 99 | 67 | 98 | 105
27 | O=C1CC(c2cccc(Cl)c2)c2snc(-c3ccc(F)cc3)c2N1 (centres undefined) | 89 | 88 | 64 | 105 | 90
28 | O=C(O)c1ccc(Nc2ccc(N=Cc3c(O)[nH]c4ccccc34)cc2)cc1 | 98 | 76 | 80 | 70 | 87
29 | COc1ccc2nc(-c3ccc(-n4c(=O)c5cccnc5n(-c5ccc(Cl)cc5)c4=O)cc3)sc2c1 | 102 | 107 | 99 | 108 | 110
30 | O=S(=O)(Nc1ccc(Cl)cc1)c1ccc(-c2cnc(C3CC3)o2)cc1 | 35 | 33 | 0.2* | -10* | 64
31 | CC(C)(C)n1cc(-c2ccnc(NCCNS(=O)(=O)c3ccccc3)c2)c(-c2ccccc2)n1 | 96 | 90 | 33 | 86 | 76
32 | O=C1OC(c2ccccc2)c2ccccc21 (centres undefined) | 104 | 104 | 88 | 103 | 112
33 | COc1cc(C(=O)O)cc(Cl)c1OC | 115 | 114 | 93 | 110 | 110
34 | CSc1nc(C)nc(C(C)C)c1C(=O)Nc1ccc(F)cc1 | 100 | 91 | 113 | 123 | 96
35 | Cc1ccc(O)c(NC(=O)Cc2ccc(Nc3ccnc(C(F)(F)F)c3)cc2)c1 | 76 | 76 | 112 | 89 | 75
36 | CCOC(=O)c1nnn(-c2ccn(C)n2)c1N | 111 | 104 | 87 | 123 | 104

item | OVCAR-5 | OVCAR-8 | SK-OV-3 | OVCAR-3
25 | 93 | 92 | 97 | 97
26 | 109 | 82 | 96 | 90
27 | 87 | 90 | 97 | 108
28 | 100 | 104 | 117 | 115
29 | 90 | 107 | 93 | 113
30 | 44 | 29 | 30 | -17*
31 | 104 | 84 | 98 | 93
32 | 95 | 107 | 109 | 97
33 | 113 | 109 | 107 | 108
34 | 98 | 104 | 85 | 112
35 | 96 | 89 | 87 | 94
36 | 108 | 105 | 96 | 104

# (continued)
item | Structure | ACHN | IGROV1 | A498 | RXF 393 | OVCAR-4
37 | O=C(CCl)Oc1ccccc1C(=O)O | 107 | 117 | 100 | 109 | 107
38 | O=[N+]([O-])c1ccc(N2CCN(Cc3ccccc3)CC2)c2c1no[n+]2[O-] | -92* | -42* | 48 | -5.3* | -50*
39 | O=C(CO)C(O)C(O)C(O)C(O)CO (centres undefined) | 109&110 | 109&106 | 100&97 | 117&119 | 116&108
40 | CN1CCN(C(=S)Nc2ccccc2)CC1 | 120 | 99 | 95 | 107 | 111
41 | COc1ccc(OC)c(NC(=O)C2=C(C)NC(C)=C(C(=O)Nc3cc(OC)ccc3OC)C2c2cccc([N+](=O)[O-])c2)c1 | 67 | 72 | 126 | 92 | 75
42 | CC(=O)NC1C(Nc2ccc(S(=O)(=O)Nc3nc(C)cc(C)n3)cc2)OC(CO)C(O)C1O (centres undefined) | 114 | 104 | 133 | 108 | 108
43 | CCOC(=O)CC1=CCc2c1ccc(OC)c2OC | 100 | 124 | 110 | x | 121
44 | Cc1cc(C)n2c(SCc3nc4sc5c(c4c(=O)[nH]3)CCCC5)nnc2n1 | 110 | 104 | 102 | 104 | 79
45 | O=C(NCCCl)Nc1nccnc1OCc1ccc(Cl)cc1 | 106 | 119 | 102 | 108 | 117
46 | O=C(Nc1ccc(-n2ccc3c(NC(=O)c4ccccc4)nccc32)cc1)c1cccc(C(F)(F)F)c1 | 33 | 33 | 39 | -8.1* | 108
47 | COc1ccc2nc(NC(=O)c3cc(-c4ccc(OC)c(OC)c4)n4nc(-c5ccccc5)cc4n3)sc2c1 | 99 | 117 | 122 | 97 | 107
48 | Cc1ccc(Cc2c(O)n3c(nc4ccccc43)[nH]c2=O)cc1 | 94 | 106 | 127 | 102 | 93

item | OVCAR-5 | OVCAR-8 | SK-OV-3 | OVCAR-3
37 | 107 | 104 | 106 | 101
38 | 26 | 0.8* | 58 | -54*
39 | 109&105 | 100&108 | 86&88 | 109&110
40 | 99 | 104 | 123 | 103
41 | 89 | 80 | 65 | 97
42 | 107 | 95 | 100 | 125
43 | 106 | 100 | 120 | 124
44 | 99 | 113 | 205 | 77
45 | 118 | 102 | 100 | 122
46 | 53 | 30 | 36 | 21
47 | 103 | 101 | 85 | 101
48 | 103 | x | 99 | 86

# Additional structures
item | Structure | ACHN | IGROV1 | A498 | RXF 393 | OVCAR-4
49 | Nc1cccc(N)n1 | 97 | 103 | 96 | 97 | 122
50 | CN(C)c1ccc(NC(=O)[C@@H]2CCC(=O)N2C)cc1 | 102 | 106 | 78 | 103 | 97
51 | Cc1ccc2nc3sc(C(=O)Nc4ccc(C(=O)/C=C/c5ccccc5)cc4)cc3cc2c1 | 97 | 103 | 106 | 100 | 100
52 | CC(O)CNC(C(=O)c1ccccc1)c1ccccc1 (centres undefined) | 111 | 108 | 112 | x | 106
53 | O=C(C(=O)N1CCCCC1)c1cn(CCCn2cc(C(=O)C(=O)N3CCCCC3)c3ccccc32)c2ccccc12 | 100 | 99 | 107 | 112 | 110
54 | CCN(CC)Cc1cc(C(C)(C)CC(C)(C)C)cc(C(C)(C)CC(C)(C)C)c1O | 117 | 121 | 106 | 104 | 128
55 | O=C(/C=C/c1ccccc1)N[C@@H](CO)Cc1ccc(O)cc1 | 99 | 100 | 123 | 101 | 102
56 | CCCCCCCCc1ccc(OCCOCC[N+](C)(C)CC)cc1 (tested in a mixture with another compound) | 102 | 34 | 74 | 50 | 21
57 | O=C(Nc1ccc(Br)cc1)Nc1cccc(Br)c1 | 15 | 26 | 21 | 105 | 29
58 | C[n+]1ccccc1/C=C/c1ccc2cccc(O)c2n1 | 102 | 105 | 64 | 48 | 112
59 | Clc1ccc(-c2nc(-c3cccs3)no2)c(Cl)c1 | 100 | 67 | 111 | 107 | x
60 | COc1cc(-c2c(-c3ccccc3)c[nH]c2C(N)=O)c(OC)c2c1OCO2 | 97 | 91 | x | 69 | 107

item | OVCAR-5 | OVCAR-8 | SK-OV-3 | OVCAR-3
49 | 98 | 102 | 100 | 107
50 | 95 | 95 | 105 | 106
51 | 101 | 103 | 106 | 106
52 | 110 | 96 | 100 | 102
53 | 110 | 96 | 122 | 113
54 | x | 104 | 100 | 113
55 | 99 | 101 | 99 | 106
56 | 76 | 48 | 78 | 21
57 | 77 | 49 | 75 | 16
58 | 51 | 100 | 39 | 112
59 | x | 97 | 94 | 99
60 | 93 | 106 | 106 | 112

# Following part.
item | Structure | ACHN | IGROV1 | A498 | RXF 393 | OVCAR-4
61 | c1cc(-c2nc(N3CCOCC3)c3c4c(sc3n2)CCCCCC4)ccn1 | 83 | 98 | 66 | x | 77
62 | Cc1ccc(C(C#N)c2ccc(N)cc2)cc1 (centres undefined) | 100 | 106 | 76 | 118 | 106
63 | O=C(/C(=N/O)[n+]1ccccc1)c1ccccc1 | 111 | 112 | x | 94 | 112
64 | COc1cc(/C=C2\C(=O)Nc3ccccc32)ccc1OCc1ccccc1 | 93 | 95 | 100 | x | 97
65 | CC1(C)CC(=O)C2(Cc3c(C(C)(C)C)nn(-c4ccccc4)c3N(Cc3ccc4c(c3)OCO4)C2)C(=O)C1 | 55 | 108 | 90 | 86 | 67
66 | O=S(=O)(O)CCS | 95 | 104 | 99 | x | 99
67 | COc1cc2oc(-c3cccc(NC(=O)[C@@H](NC(=O)[C@@H](NC(=O)OC(C)(C)C)C(C)C)C(C)C)c3)cc(=O)c2c(OC)c1OC | 91 | 98 | 57 | x | 92
68 | CC(C)C(=O)Nc1n[nH]c2cc(-c3cccc(NS(=O)(=O)C4CC4)c3)ccc12 | 70 | 65 | 100 | 89 | 53
69 | CCN(CC)CC(OC(=O)c1ccc(N)cc1)c1ccccc1 (centres undefined) | 94 | 87 | 115 | 99 | 97
70 | O=C(O)c1ccc(-n2cc(CNc3ccc(F)c(F)c3)c(-c3ccc(F)cc3)n2)cc1 | 97 | 100 | 88 | 117 | 104
71 | CC1=C(CCCOC(=O)NCCCl)C2=C(C)C3(CC3)[C@@](C)(O)C(=O)C2=C1 | 5.8* | 4.2* | -9.9* | -69* | 15

item | OVCAR-5 | OVCAR-8 | SK-OV-3 | OVCAR-3
61 | 101 | 85 | 99 | 85
62 | 103 | 109 | 96 | 105
63 | 112 | 108 | 108 | 106
64 | 103 | 101 | 110 | 89
65 | 97 | 82 | 91 | 54
66 | 100 | 106 | 99 | 112
67 | 99 | x | 116 | 97
68 | 87 | 82 | 62 | 58
69 | x | 96 | 99 | 106
70 | 114 | 99 | 102 | 116
71 | 28 | 37 | -14* | 2.7*
